Source: PubChem (several laboratories)
OPRM1-OPRD1 ag: agonists of human mu-delta opioid receptor heterodimerization; 0.3% of 340,000 active; activation, % at 9.3 µM; cells, OPRM1-OPRD1 heterodimerization, luminescence; P35372+P41143; in the data active means activation above about 18%;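 further: 0% = vehicle-treated cells and 100% = reference agonist; values of inactives mirror those of a sister screen read the other way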
Target sequence (P35372 whole entry, looked up): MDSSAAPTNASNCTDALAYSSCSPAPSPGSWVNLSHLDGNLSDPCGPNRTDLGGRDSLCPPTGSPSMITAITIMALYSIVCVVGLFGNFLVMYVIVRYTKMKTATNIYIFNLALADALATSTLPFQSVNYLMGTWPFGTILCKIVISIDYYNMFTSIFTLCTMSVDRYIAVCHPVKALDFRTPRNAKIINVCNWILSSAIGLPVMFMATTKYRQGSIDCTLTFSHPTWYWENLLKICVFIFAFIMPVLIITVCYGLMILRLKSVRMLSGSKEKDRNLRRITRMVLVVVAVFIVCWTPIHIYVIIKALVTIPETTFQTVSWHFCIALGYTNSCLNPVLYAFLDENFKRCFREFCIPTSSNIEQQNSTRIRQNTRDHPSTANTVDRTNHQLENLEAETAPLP
Target sequence (P41143 whole entry, looked up): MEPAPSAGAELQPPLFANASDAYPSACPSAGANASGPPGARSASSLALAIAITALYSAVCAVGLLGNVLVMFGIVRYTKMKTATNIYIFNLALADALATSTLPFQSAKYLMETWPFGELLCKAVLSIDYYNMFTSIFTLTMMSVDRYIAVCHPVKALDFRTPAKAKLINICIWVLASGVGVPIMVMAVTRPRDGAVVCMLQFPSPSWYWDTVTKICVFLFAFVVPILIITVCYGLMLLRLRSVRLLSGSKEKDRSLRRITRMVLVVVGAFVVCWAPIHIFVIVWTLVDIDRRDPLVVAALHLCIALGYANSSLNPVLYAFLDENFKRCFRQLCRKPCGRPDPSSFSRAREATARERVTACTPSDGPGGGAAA
HTR5A inv ctr: HTR5A inverse agonism, opioid heterodimer counter-screen; inhibition, % at 9.3 µM; 0.083% of 340,000 active; HTR5A cell line, luminescence; AID 504634; in the data active means inhibition mostly above about 23%, no sharp cut-off; inactive means mostly below about 18%;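 further: 0% = cells with DMSO and 100% = no-cell wells with DMSO; some compounds called inactive have numbers as strong as hits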
DSG3 Ab inh: blocks pemphigus antibody binding to human desmoglein-3; P32926; DSG3-coupled beads, scFv-anti-DSG3-GFP binding, flow cytometry; hits give low values; binding (percent of control), % at 10 µM; 0.48% of 310,000 active;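 active means binding more than 3 SD below its plate's average and above zero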;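 further: hits lower antibody fragment binding to DSG3; some compounds called inactive have numbers as strong as hits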
AddAB inh: less growth of phage-infected E. coli with AddAB; E. coli expressing H. pylori AddAB, absorbance growth; inhibition, % at 11.9 µM; 0.29% of 330,000 active; in the data active means inhibition above about 12%;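 further: 0% = vehicle wells of infected cells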
HTR5A ag: HTR5A agonism, opioid heterodimer counter-screen | HTR5A agonist assay, luminescence, cell-based | P47898 | 0.61% of 340,000 active | activation, % at 9.3 µM; in the data active means activation mostly above about 9.5%, no sharp cut-off; inactive means mostly below about 7.6%;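 further: 0% = cells with vehicle only and 100% = reference agonist; strong numbers were not always called active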
Mot1-301 SUMO: inhibitors of SUMOylation pathway: yeast Mot1-301 growth rescue; S. cerevisiae Mot1-301 growth rescue, ATP luminescence, 38.5C; percent above DMSO median, 100 means doubled; growth rescue, % at 18.8 µM; 1% of 320,000 active; AID 2716;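 active means every valid replicate shows activation above 250% relative to neutral control wells; inactive means the rest, any valid replicate at or below 250%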;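 further: OY570 slx delta 5 strain wells were the positive control but not used for scaling; some compounds called inactive have numbers as strong as hits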
E coli growth: counter-screen for AddAB inhibitors: E. coli growth inhibition. E. coli V3065 growth, OD600 absorbance, 18 h. inhibition, % at 11.9 µM. 0.27% of 330,000 active;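 active means inhibition above the campaign's mean inhibition across all tested compounds plus 3 SD, cut at about 9.9% in these data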;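 further: uninfected addAB+ strain grown without phage in ampicillin broth; 0% = DMSO wells and 100% = ciprofloxacin 0.95 µg/ml wells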
PKA-R1A act: activates the PKA-R1A holoenzyme complex; P00514+P68181; PKA-R1A dissociation, Cy5-IP20 fluorescence polarization; scaled: DMSO 0%, 113 µM cGMP 100%; activation, % at 11.4 µM; 0.083% of 340,000 active; AID 504707;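 active means percent activation above the mean of all tested compounds plus 3 SD, cut at about 19% in these data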;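 further: higher means more PKAc released from R1A so a rise in polarization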
PfHsp90 yeast 2: inhibits growth of yeast expressing Plasmodium falciparum Hsp90; S. cerevisiae expressing PfHsp90, BacTiter-Glo ATP, 48 h; yeast lacking PDR1 and PDR3 efflux regulators; inhibition, % at 9.4 µM; 0.32% of 310,000 active;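 active means every replicate shows inhibition above about 80%, whatever the replicate mean, limit read from the data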;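 further: 0% = DMSO neutral controls and 100% = 20 µM radicicol positive controls; yeast relying on Plasmodium falciparum Hsp90 in place of its own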
phage Ecoli inh: E. coli growth loss with phage present | growth absorbance | inhibition, % at 11.9 µM | 0.26% of 360,000 active; in the data active means inhibition above about 11%
MOR-DOR inv ag: mu-delta opioid heterodimer inverse agonism | cell-based MOR-DOR heterodimer luminescence | AID 504357 | inhibition, % at 9.3 µM | 0.21% of 340,000 active; in the data active means inhibition above about 22%, passing the limit was not always enough;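 further: 0% = cells with DMSO and 100% = wells without cells with DMSO; values of inactives mirror those of a sister screen read the other way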
The depositor's hits bear a star; . = not tested or not shown.

The first five records (preview)
SMILES | OPRM1-OPRD1 ag | HTR5A inv ctr | DSG3 Ab inh | AddAB inh | HTR5A ag | Mot1-301 SUMO | E coli growth | PKA-R1A act | PfHsp90 yeast 2 | phage Ecoli inh | MOR-DOR inv ag
CC(=O)Nc1ccc(Nc2cc(C)nc3c(-c4ccc(Cl)cc4)c(C)nn23)cc1 | 0.7 | -17 | 74 | 1.1 | 4 | 122 | 0.9 | -2 | 37 | -1.2 | -4
Cc1cccc(-c2noc(CSc3ccccc3)n2)c1 | 3.4 | -39 | 86 | 1.4 | -2 | . | -1.8 | -5 | -8 | 2.4 | -19
COCCc1nc2ccc(C(=O)N3CCCCC3COC)cc2o1 (configuration not stated) | -1.2 | 4 | 103 | 3.2 | 6 | -12 | -0.1 | 3 | 3 | 2.2 | 6
O=C(CCC(=O)N(CC(=O)NC1CCCCC1)c1ccc(F)cc1)Nc1ccccn1 | 1.5 | -10 | 107 | 3.0 | 3 | 0 | -0.2 | -13 | 10 | 0.9 | -12
CC(=O)C1=C(O)C(=O)OC1c1ccc(Cl)cc1 (configuration not stated) | 0.6 | -8 | 76* | 2.7 | 7 | 1 | 3.3 | 7 | -13 | 1.6 | -3

The list itself, repeating the preview:
SMILES | OPRM1-OPRD1 ag | HTR5A inv ctr | DSG3 Ab inh | AddAB inh | HTR5A ag | Mot1-301 SUMO | E coli growth | PKA-R1A act | PfHsp90 yeast 2 | phage Ecoli inh | MOR-DOR inv ag
CC(=O)Nc1ccc(Nc2cc(C)nc3c(-c4ccc(Cl)cc4)c(C)nn23)cc1 | 0.7 | -17 | 74 | 1.1 | 4 | 122 | 0.9 | -2 | 37 | -1.2 | -4
Cc1cccc(-c2noc(CSc3ccccc3)n2)c1 | 3.4 | -39 | 86 | 1.4 | -2 | . | -1.8 | -5 | -8 | 2.4 | -19
COCCc1nc2ccc(C(=O)N3CCCCC3COC)cc2o1 (configuration not stated) | -1.2 | 4 | 103 | 3.2 | 6 | -12 | -0.1 | 3 | 3 | 2.2 | 6
O=C(CCC(=O)N(CC(=O)NC1CCCCC1)c1ccc(F)cc1)Nc1ccccn1 | 1.5 | -10 | 107 | 3.0 | 3 | 0 | -0.2 | -13 | 10 | 0.9 | -12
CC(=O)C1=C(O)C(=O)OC1c1ccc(Cl)cc1 (configuration not stated) | 0.6 | -8 | 76* | 2.7 | 7 | 1 | 3.3 | 7 | -13 | 1.6 | -3
CN1CCN(NC(=O)c2cc(-c3ccccn3)nc3ccccc23)CC1 | -0.2 | 2 | 109 | 2.4 | -6 | -16 | 2.7 | 7 | 3 | 2.8 | 1
Cc1ccccc1NC(NC(=O)c1cccs1)C(Cl)(Cl)Cl (configuration not stated) | 1.9 | 0 | 105 | 4.4 | 0 | -3 | 1.4 | -10 | 20 | 0.1 | -10
O=C(COc1ccc2c(c1)CCC2)Nc1ccccn1 | -1.1 | 8 | 95 | -1.3 | 3 | -39 | 0.3 | 1 | 57 | 2.8 | 5
CC(C)(C)NC(=O)NC(=O)CN1CCN(S(=O)(=O)/C=C/c2ccccc2)CC1 | -1.5 | 12 | 110 | 2.7 | -4 | 5 | -2.0 | -2 | 2 | -0.6 | 8
CCOc1ccc(C(=O)NCC(=O)N2CCCCCCC2)cc1 | -2.2 | 11 | 103 | -1.5 | -4 | 16 | -1.8 | -8 | 25 | 0.9 | 9
COc1ccc(CNC(=O)CS(=O)(=O)Cc2nc(-c3ccc(OC)cc3)oc2C)cc1 | -2.1 | 11 | . | 3.4 | -3 | -2 | -0.9 | 4 | -6 | 2.9 | 11
Cc1ccc(S(=O)(=O)c2c(N)n(CCCN(C)C)c3nc4ccccc4nc23)cc1 | -1.8 | -8 | 95 | 0.4 | -4 | 3 | -3.1 | -15 | 11 | 3.2 | 9
CSc1ncccc1C(=O)OCC(=O)Nc1nc(C)c(Cl)cc1Cl | -1.6 | 2 | 130 | -2.4 | 0 | 2 | -1.5 | 5 | -5 | 3.5 | 8
COc1cc(C(=O)Nc2nc3ccc(C)cc3s2)ccc1OCc1c(C)noc1C | -0.7 | -19 | 96 | 0.5 | 0 | 65 | -1.5 | 2 | -10 | -1.1 | 4
Cc1cc(=O)n2c3ccccc3n(C)c2n1 | -3.0 | 5 | 126 | . | -1 | -17 | . | 9 | -20 | 1.1 | 15

Single records, from the list above. Values in the order: OPRM1-OPRD1 ag	HTR5A inv ctr	DSG3 Ab inh	AddAB inh	HTR5A ag	Mot1-301 SUMO	E coli growth	PKA-R1A act	PfHsp90 yeast 2	phage Ecoli inh	MOR-DOR inv ag
Shown for CC(=O)C1=C(O)C(=O)OC1c1ccc(Cl)cc1 (configuration not stated) : 0.6	-8	76*	2.7	7	1	3.3	7	-13	1.6	-3
Shown for COCCc1nc2ccc(C(=O)N3CCCCC3COC)cc2o1 (configuration not stated) : -1.2	4	103	3.2	6	-12	-0.1	3	3	2.2	6

More results.
SMILES | OPRM1-OPRD1 ag | HTR5A inv ctr | DSG3 Ab inh | AddAB inh | HTR5A ag | Mot1-301 SUMO | E coli growth | PKA-R1A act | PfHsp90 yeast 2 | phage Ecoli inh | MOR-DOR inv ag
Cn1c(=O)oc2cc(S(=O)(=O)NCc3cccnc3)ccc21 | -2.5 | -2 | 104 | -0.1 | -1 | -4 | 2.5 | 1 | 21 | 2.3 | 13
Clc1ccc(Cc2ccc(SCc3ccccc3)nn2)c(Cl)c1 | 2.2 | 10 | 100 | 4.0 | -4 | -8 | 1.8 | -6 | 13 | 4.5 | -10
CCOC(=O)C1=NNC(C(=O)c2ccccc2)C1c1ccc(Cl)cc1 (configuration not stated) | -1.2 | -1 | 109 | 2.5 | -4 | -27 | 0.3 | -1 | 18 | -1.8 | 6
COC(=O)C1CCN(C(=O)C2CCCCC2)CC1 | -2.2 | 7 | 101 | -1.1 | 5 | -15 | -0.2 | -3 | -4 | 3.2 | 12
Cc1cc(C)nc(SCCC(=O)Nc2ccccc2Cl)n1 | -2.2 | -1 | 113 | 2.9 | 0 | . | 1.3 | -10 | . | 2.1 | 11
COc1ccc(NC(=S)N2CCC(C(=O)c3ccc(Cl)cc3)CC2)cc1 | -0.8 | 12 | 110 | . | 2 | . | . | -7 | -1 | -1.6 | 4
